14-3-3g Raf = modulators of human 14-3-3 gamma - Raf peptide interaction; FP, 14-3-3gamma / TMR-pS259-Raf peptide binding; inhibition, % at 40 µM; 160,000 tested, 0.19% active; in the data active means inhibition above about 30%;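 further: 0% = protein plus tracer without compound and 100% = blank with tracer alone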
Target sequence (P61981 whole entry, looked up): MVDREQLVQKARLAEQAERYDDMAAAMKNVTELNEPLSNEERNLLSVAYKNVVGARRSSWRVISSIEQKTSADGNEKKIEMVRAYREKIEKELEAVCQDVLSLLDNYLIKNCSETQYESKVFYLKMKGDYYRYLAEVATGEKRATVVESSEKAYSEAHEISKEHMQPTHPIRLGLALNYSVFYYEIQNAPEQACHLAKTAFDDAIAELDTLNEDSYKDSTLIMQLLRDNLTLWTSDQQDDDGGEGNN
Active calls of the source: *.

For c1ccc(OCCSc2nc3ccccc3n2CCOc2ccccc2)cc1 the results were 14-3-3g Raf -0.9.
For C=CCSc1nc2ccccc2n1C(=O)c1ccc2c(c1)OCO2 the results were 14-3-3g Raf -1.4.
Cc1ccc(-c2nnn(CC(=O)Nc3ccccc3N3CCOCC3)n2)cc1 was read as 14-3-3g Raf -9.1.
`Cc1[nH]nc2c1C(c1ccoc1)C(C#N)=C(N)O2` (stereo not given) gave 14-3-3g Raf -0.1.
For CCOC(=O)CC1(NS(=O)(=O)c2cc(Br)cc3c2N(C(C)=O)C(C)C3)CCCCC1 (stereo not given) the results were 14-3-3g Raf -10.4.
Screening CC(=O)NC(=O)c1cc2cc(Cl)ccc2oc1=Nc1ccc(C#N)cc1 returned 14-3-3g Raf 1.4.
CCOC(=O)N1CCC(NCCNC(=O)c2cccs2)CC1 was read as 14-3-3g Raf 1.7.
For O=C(CCSCCc1ccncc1)N1CCOCC1 the results were 14-3-3g Raf -3.8.
`COc1ccc(-c2ccc(=O)n(Cc3cccc([N+](=O)[O-])c3)n2)cc1` gave 14-3-3g Raf -5.4.
Cc1cc(C)n2nc(SCC(=O)NCc3ccccc3Cl)nc2n1 was read as 14-3-3g Raf -13.5.
Cc1ccc(NC(=O)CN(C)S(=O)(=O)c2ccc(Br)s2)c(Cl)c1 was read as 14-3-3g Raf -3.7.
Screening O=C(O)CCN1C(=O)SC(Nc2cccc3ccccc23)C1=O (stereo not given) returned 14-3-3g Raf -35.2.
For CCOc1ccc(N2COc3ccc(F)cc3C2)cc1 the results were 14-3-3g Raf 5.0.
`COc1nc(Nc2ccc(Cl)cc2)nc(OC)n1` gave 14-3-3g Raf -2.7.
Screening CCn1c(SCC(=O)Nc2cccc(C(C)=O)c2)nnc1C(C)C returned 14-3-3g Raf -1.9.
For CSc1cccc(Nc2cc(C(=O)N(C)Cc3ccccc3)c3ccccc3n2)c1 the results were 14-3-3g Raf -5.8.
For CC(C)CCNC(=O)c1cc(-c2ccccc2)nc2ccccc12 the results were 14-3-3g Raf -0.2.
Screening Cc1cccc(C)c1NC(=O)C1(N(C)C(=O)Cc2cccs2)CCCCC1 returned 14-3-3g Raf -15.7.
For O=C(NCCN1CCN(c2ccccc2)CC1)C1(S(=O)(=O)c2ccc(Cl)cc2)CC1 the results were 14-3-3g Raf 4.3.
`CCN(CC)c1ccc2cc(-c3nnc(Nc4ccccc4Cl)s3)c(=O)oc2c1` gave 14-3-3g Raf -81.5.
Screening O=C(O)CNC(=O)Cn1c(=O)[nH]c2ccsc2c1=O returned 14-3-3g Raf 4.0.
For O=C(CCS(=O)(=O)c1cc(Br)cc2c1N(C(=O)C1CC1)CC2)Nc1ccc(Cl)c(C(F)(F)F)c1 the results were 14-3-3g Raf -4.8.
Screening CCCCC(C(=O)Nc1ccccc1C)N1C(=O)c2ccccc2C1=O (stereo not given) returned 14-3-3g Raf -8.9.
CCc1ccc2c(c1)C(C)=CC(C)(C)N2 was read as 14-3-3g Raf -5.9.
Screening O=C(Nc1nnc(-c2ccco2)s1)c1ccccc1 returned 14-3-3g Raf -10.3.
CCCn1c(O)c(CN2CCCC(C)C2)c(C)c(C#N)c1=O (stereo not given) was read as 14-3-3g Raf -26.4.
`COc1ccc(C2C3=C(CCCC3=O)Nc3nc(SCc4ccc(C(=O)O)cc4)nn32)cc1OC` (stereo not given) gave 14-3-3g Raf -3.1.
`CCC(C)n1c(SCC(=O)N2CCCC2)nc2ccsc2c1=O` (stereo not given) gave 14-3-3g Raf -9.5.
For O=C(C1CCC1)N1CCc2cc(S(=O)(=O)N3CCCCC3)ccc21 the results were 14-3-3g Raf -5.9.
Screening O=C(CCn1c(=O)sc2ccccc21)NCCN1CCOCC1 returned 14-3-3g Raf -4.7.
For Cc1ccccc1Nc1nc(-c2cc3c(ccc4ccccc43)oc2=O)cs1 the results were 14-3-3g Raf -16.9.
`COc1ccc2[nH]c(=O)c(CN(Cc3ccccc3)Cc3nnnn3CC3CCCO3)cc2c1` (stereo not given) gave 14-3-3g Raf -2.0.
Cc1cc([N+](=O)[O-])ccc1N1C(=O)C2C(c3ccc(Cl)cc3)OC3(C(=O)c4ccccc4C3=O)C2C1=O (stereo not given) was read as 14-3-3g Raf -61.8.
`Nc1c(C(=O)c2ccccc2)sc2[nH]c(=O)c(C(=O)O)cc12` gave 14-3-3g Raf -175.7.
Screening C=CCn1c(Cc2csc(N)n2)nnc1SCC(=O)Nc1ccc(C(=O)OCC)cc1 returned 14-3-3g Raf 2.0.
For Cc1ccc(-n2nnnc2SCC(=O)Nc2c(C)n(C)n(-c3ccccc3)c2=O)cc1 the results were 14-3-3g Raf -5.1.
`Cc1cccc(N2CCN(C(=O)CC(C(=O)N3CCc4ccccc43)n3ccnc3)CC2C)c1` (stereo not given) gave 14-3-3g Raf -9.6.
CCOC(=O)c1[nH]c2ccc(F)cc2c1NC(=O)CN1CCOCC1 was read as 14-3-3g Raf -11.0.
Screening CCCC1CC2(O)CC(C#N)(C(=O)N2)C1(C#N)C#N (stereo not given) returned 14-3-3g Raf -4.5.
Screening Cc1ccc(C(=O)Nc2cccc3c2C(=O)c2ccccc2C3=O)cc1 returned 14-3-3g Raf -10.8.
For CCN1CCN(C(=O)c2sc3ncnc(N4CCCCC4C)c3c2C)CC1 (stereo not given) the results were 14-3-3g Raf -0.9.
`Cc1ccc(C)c2[nH]c(=O)c(CN(CCN3CCCC3)C(=O)Nc3cccc(Cl)c3)cc12` gave 14-3-3g Raf 0.5.
For O=C(c1cc(-c2ccncc2)nc2ccccc12)N1CCCCC1 the results were 14-3-3g Raf -4.3.
For CCC(C(=O)Nc1nnc(COc2cc(C)ccc2C)s1)c1ccccc1 (stereo not given) the results were 14-3-3g Raf -18.3.
`COc1ccc2oc(=Nc3cccc(F)c3)c(C(=O)NC(C)=O)cc2c1` gave 14-3-3g Raf -2.5.
For N=S(=NS(=O)(=O)c1ccccc1)(c1ccccc1)c1ccccc1 the results were 14-3-3g Raf 4.1.
For Cc1ccc(Oc2ccc(NC(=O)CCC(=O)O)cc2Cl)cc1 the results were 14-3-3g Raf -5.8.
For CN1CCN(C(=O)C2CCCN(S(=O)(=O)c3ccc(Cl)cc3)C2)CC1 (stereo not given) the results were 14-3-3g Raf 3.9.
`Cc1ccc(-n2nc(C)c(S(=O)(=O)c3ccccc3)c2OC(=O)CC(C)C)c(C)c1` gave 14-3-3g Raf 13.8.
COc1cc2c(cc1OC)CN(C(=O)c1cc3ccccc3oc1=O)CC2 was read as 14-3-3g Raf 4.3.
`Cc1cc2oc(=O)cc(CN3CCCc4ccccc43)c2cc1C` gave 14-3-3g Raf -9.1.
`Cc1cccc(NC(=O)CSc2nc(-c3ccccc3)cc(=O)[nH]2)c1C` gave 14-3-3g Raf -13.2.
For CCN(c1ccccc1)S(=O)(=O)c1ccc2[nH]cc(C(=O)NCCC(C)C)c(=O)c2c1 the results were 14-3-3g Raf 3.2.
COc1cccc(-c2cc(C(F)(F)F)nc(-n3nc(C)c(Cl)c3C)n2)c1 was read as 14-3-3g Raf -0.3.
For Nc1cc(N)nc(SCCC(=O)O)n1 the results were 14-3-3g Raf 0.4.
Screening O=c1oc(-c2cccc(Cl)c2)nc2sc3c(c12)CCCC3 returned 14-3-3g Raf -8.5.
`Cc1cccc(N2CCN(C(=O)Cc3ccc(Cl)cc3)CC2)c1C` gave 14-3-3g Raf 5.4.
For COc1ccc(CCNC(=O)C2CCCCC2C(=O)O)cc1OC (stereo not given) the results were 14-3-3g Raf -7.8.
Screening Cc1c(N2C(=O)CSC2c2ccc(F)cc2)c(=O)n(-c2ccccc2)n1C (stereo not given) returned 14-3-3g Raf -4.3.
Screening CCn1c2ccccc2c2cc(C3C(C#N)=C(N)Oc4n[nH]c(COC)c43)ccc21 (stereo not given) returned 14-3-3g Raf 1.2.
`Cc1ccc(-n2ncc3c(=O)n(CC#N)cnc32)cc1` gave 14-3-3g Raf -6.7.
`O=C(Nc1nc(-c2ccc(Cl)s2)cs1)c1cccc(C(F)(F)F)c1` gave 14-3-3g Raf -17.9.
`COc1cc(-n2c(=O)c3ccccc3n(Cc3ccccc3)c2=O)cc(OC)c1OC` gave 14-3-3g Raf -0.8.
`CCOc1ccccc1NC(=O)C1c2ccccc2Oc2ccccc21` gave 14-3-3g Raf 2.1.
`O=C(O)CCN1C(=O)c2ccccc2S1(=O)=O` gave 14-3-3g Raf 1.9.
For COc1ccccc1CNc1ncnc2c1cnn2-c1cccc(C)c1 the results were 14-3-3g Raf -3.3.
Screening CCC(=O)N1CCc2cc(Br)cc(S(=O)(=O)CCC(=O)N3CCCCCC3)c21 returned 14-3-3g Raf -1.2.
O=C(Nc1ccc2oc(-c3ccc4ccccc4c3)nc2c1)c1cc([N+](=O)[O-])ccc1Cl was read as 14-3-3g Raf -28.5.
COc1ccc(Cn2c(=O)[nH]c3cc(C(=O)NCCCN4CCCC4=O)ccc3c2=O)cc1 was read as 14-3-3g Raf -0.2.
`COc1ccc(CNC(=O)C2CCN(S(=O)(=O)N3CCOCC3)CC2)cc1` gave 14-3-3g Raf 2.0.
For CC1(C)CC(=O)c2cc(C(=O)NC3CCSC3=O)c(=O)n(-c3ccc(Cl)cc3)c2C1 (stereo not given) the results were 14-3-3g Raf 4.5.
`c1ccc(-c2nnc(-c3ccco3)o2)cc1` gave 14-3-3g Raf 0.1.
For C=CCn1c(=O)c2ccccc2n2c(SCc3csc(-c4ccccc4)n3)nnc12 the results were 14-3-3g Raf 2.1.
`Cc1ccc(C)c2c1-c1ccccc1S(=O)(=O)N2S(=O)(=O)c1ccccc1` gave 14-3-3g Raf 4.5.
`O=c1c2sccc2nc(SCc2cc(=O)n3ccccc3n2)n1CCc1ccccc1` gave 14-3-3g Raf 2.9.
COc1ccccc1Nc1ncc(C(=O)N2CCCC2)c2ccccc12 was read as 14-3-3g Raf -7.6.
For Cc1cc(C)n(C(=O)c2cc([N+](=O)[O-])ccc2Cl)n1 the results were 14-3-3g Raf 2.3.
COc1cccc2cc(C(=O)Nc3ccc(F)cc3)c(=Nc3ccc(C(=O)O)cc3)oc12 was read as 14-3-3g Raf -8.2.
For CCCCCSc1nc2n(n1)C(c1ccc(OC)c(OC)c1)C1=C(CCCC1=O)N2 (stereo not given) the results were 14-3-3g Raf -4.7.
For Cc1cc(C(=O)OCC(=O)N2c3ccccc3CC2C)c(C)o1 (stereo not given) the results were 14-3-3g Raf -2.1.
O=c1cc(C(F)(F)C(F)F)oc2ccc(Cl)cc12 was read as 14-3-3g Raf -5.6.
Screening Cc1ccc(C(=O)COC(=O)C(Cc2ccccc2)N2C(=O)C3C4C=CC(C4)C3C2=O)cc1C (stereo not given) returned 14-3-3g Raf 0.7.
For CCOC(=O)c1[nH]cnc1C(=O)Nc1ccccc1C the results were 14-3-3g Raf -2.7.
COc1ccc(Oc2coc3cc(OC(=O)c4cccc(Cl)c4)ccc3c2=O)cc1 was read as 14-3-3g Raf 10.1.
CC1=C(C(=O)Nc2cccc(C(F)(F)F)c2)C(c2ccc3c(c2)OCO3)C2=C(CC(C)(C)CC2=O)N1 (stereo not given) was read as 14-3-3g Raf 9.6.
For O=C(Nc1cccc(C(F)(F)F)c1)C1C(c2ccccc2)=C1c1ccccc1 the results were 14-3-3g Raf -6.7.
`O=C(c1cc2cc(Cl)ccc2oc1=O)N1CCCC1` gave 14-3-3g Raf -2.9.
Screening COCCCn1c(SCc2cccc(Cl)c2)nc2c(sc3ccccc32)c1=O returned 14-3-3g Raf 0.0.
Screening NC(=O)c1c(NC(=O)CSc2nnc(Cc3ccccc3)n2Cc2ccco2)sc2c1CCC2 returned 14-3-3g Raf -3.9.
`Cc1ccccc1OCCNC(=O)COc1ccc(C(C)(C)C)cc1` gave 14-3-3g Raf -1.2.
For Nc1c(C(=O)C2CC2)oc2ccc(Cl)cc12 the results were 14-3-3g Raf -5.0.
Screening CC(=O)NC(CCS(C)(=O)=O)C(=O)Nc1c(F)cccc1F (stereo not given) returned 14-3-3g Raf -2.1.
`COc1ccc(-c2noc(CCC(=O)Nc3cccnc3)n2)cc1OC` gave 14-3-3g Raf 2.5.
Screening CCOc1ccc(N(CC(=O)NCc2ccccc2)S(=O)(=O)c2c(C)noc2C)cc1 returned 14-3-3g Raf -6.7.
`Cc1onc(-c2ccccc2)c1C(=O)Nc1ccc(S(=O)(=O)Nc2ncccn2)cc1` gave 14-3-3g Raf -3.3.
COc1ccc(C(=O)Nn2c(C)ccc2C)cc1OC was read as 14-3-3g Raf -4.0.
`Cc1ccc(C(C)NC(=O)c2c(C)noc2C)cc1C` (stereo not given) gave 14-3-3g Raf -1.3.
Screening CC1CCCCN1C(=O)C1CCN(S(=O)(=O)c2cccc3nsnc23)CC1 (stereo not given) returned 14-3-3g Raf -4.5.
For Cc1c(Cl)c([N+](=O)[O-])nn1CCCC(=O)Nc1sc2c(c1C(N)=O)CCC(C)C2 (stereo not given) the results were 14-3-3g Raf -4.6.
Screening CCOc1ccc(CN2C(=O)c3ccccc3C2C(=O)NCc2cccnc2)cc1 (stereo not given) returned 14-3-3g Raf -4.9.

Source: PubChem BioAssay (Emory University Molecular Libraries Screening Center)

Not all compounds are listed, so the mix of outcomes need not match the whole.
